# Screening results: PubChem, Sanford-Burnham Center for Chemical Genomics
# SENP1 FRET inh = human SENP1 catalytic domain inhibitors, primary screen, biochemical, FRET, uHTS; Sentrin-specific protease 1 (Homo sapiens), Q9P0U3; recombinant SENP1 catalytic domain, CyPet-SUMO1-YPet FRET cleavage; inhibition, % at 10 µM; 360,000 tested, 0.21% active; AID 624204, 2012;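 active = inhibition at least 30% at 10 µM, raw YFP signal under a set limit, fluorescence ratio 0.5 to 1.5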;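 also: 0% = enzyme with DMSO and 100% = no enzyme wells; some results filed as inactive read as strong as hits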
# Target sequence (Q9P0U3 419-644 limits assumed): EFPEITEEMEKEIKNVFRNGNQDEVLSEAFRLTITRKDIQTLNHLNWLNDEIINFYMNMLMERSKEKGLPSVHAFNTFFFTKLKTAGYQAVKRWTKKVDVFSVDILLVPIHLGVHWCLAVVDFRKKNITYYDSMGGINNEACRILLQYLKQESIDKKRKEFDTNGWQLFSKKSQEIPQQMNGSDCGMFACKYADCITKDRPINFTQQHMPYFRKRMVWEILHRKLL
#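 Material: hSENP1 catalytic domain, recombinant; medium: Tris pH 8 with BME, BSA, NP40 and catalase; compound: single concentration of 10 µM compound, 0.5% DMSO final; technique: FRET read of cyan and yellow fluorescence; timing: 50 min enzyme reaction, room temperature, light-protected; reagent: SFCypet-SUMO1-SFYpet substrate at 25 nM; control set: no-enzyme low, enzyme-DMSO high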
# SENP6 inh = SENP6 protease inhibitors, primary screen, biochemical, luminescence, uHTS; Sentrin-specific protease 6 (Homo sapiens), Q9GZR1; Recombinant SENP6 catalytic domain, aminoluciferin luminescence; inhibition, % at 10 µM; 330,000 tested, 1.8% active;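 active = inhibition above about 50% at the single tested dose, limit read from the data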;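 also: plate controls were DMSO wells with enzyme for no effect and DMSO wells lacking enzyme for full effect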
# HKDC1 inhibitor = HKDC1 hexokinase inhibitors, primary screen, biochemical, fluorescence, uHTS | inhibition, % at 20 µM | AID 493160, 2011 | 340,000 tested, 0.16% active | Q2TB90 | recombinant HKDC1, G6PDH/diaphorase resazurin coupled fluorescence;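 active = inhibition above about 35% when tested at 20 µM, limit read from the data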;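 also: plate controls were DMSO wells with enzyme for no effect and DMSO wells lacking enzyme for full effect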
#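 Test system: recombinant HKDC1 (HK5) hexokinase enzyme, produced in-house; Amount: enzyme 5 µg/mL final; Buffer or medium: Tris pH 8.0 buffer with MgCl2, Tween-20, BSA, BME; Reagent: glucose and ATP substrates; Doses: 20 µM test compound, 1% DMSO; Incubation: 90 min reaction incubation at room temperature, dark; Detection: resorufin fluorescence at 613 nm.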
# SENP8 block-1 = SENP8 protease inhibitors, primary screen, biochemical, luminescence. Sentrin-specific protease 8 (Homo sapiens), Q96LD8. purified SENP8, Z-RLRGG-aminoluciferin cleavage. inhibition, % at 10 µM. 330,000 tested, 1.2% active. AID 2540, 2010; in the data active = inhibition above about 50%
# Target sequence (Q96LD8 whole entry, looked up): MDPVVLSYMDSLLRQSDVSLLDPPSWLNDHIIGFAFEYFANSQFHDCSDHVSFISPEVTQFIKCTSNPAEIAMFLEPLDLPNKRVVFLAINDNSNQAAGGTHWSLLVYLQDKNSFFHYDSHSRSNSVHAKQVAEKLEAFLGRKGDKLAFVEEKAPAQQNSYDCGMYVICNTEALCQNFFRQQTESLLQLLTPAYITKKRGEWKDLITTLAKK
# MIN6 prolif = inducers of MIN6 beta-cell proliferation, primary screen, ATP luminescence, uHTS; proliferation, % at 10 µM; 330,000 tested, 0.29% active; AID 2380, 2010; MIN6 cells proliferation, ATPlite luminescence, 48 h; cells starved in 0.2% serum; 100% = growth in 10% serum;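 active = compounds whose signal lies at least 3.5 SD above the mean of all wells on their plate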;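 also: 0% = DMSO-treated cells in low-serum medium and 100% = 10% serum control; some compounds called inactive have numbers as strong as hits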
# UBC13 inh = UBC13 polyubiquitin chain formation inhibitors, primary screen, biochemical, TR-FRET, uHTS. Ubiquitin-conjugating enzyme E2 N (Homo sapiens), P61088. inhibition, % at 20 µM. 330,000 tested, 0.47% active. AID 485273, 2010; in the data active = inhibition above about 45%, passing the limit was not always enough
# Target sequence (P61088 whole entry, looked up): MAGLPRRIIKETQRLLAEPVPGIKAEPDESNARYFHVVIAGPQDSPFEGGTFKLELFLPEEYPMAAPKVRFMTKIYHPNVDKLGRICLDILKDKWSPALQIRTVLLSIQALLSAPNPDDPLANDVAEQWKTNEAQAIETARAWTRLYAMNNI
# SENP8 block-2 = human SENP8 protease inhibitors, primary screen, biochemical, fluorescence, Nedd8 protein substrate, uHTS. Sentrin-specific protease 8 (Homo sapiens), Q96LD8. recombinant SENP8. inhibition, % at 20 µM. 360,000 tested, 0.64% active. AID 602440, 2012; in the data active = inhibition mostly above about 40%, no sharp cut-off; inactive = mostly below about 27%
# SENP7 block = SENP7 protease inhibitors, primary screen, biochemical, luminescence, uHTS | recombinant SENP7, Z-RLRGG-aminoluciferin luminescence, 40 min | 330,000 tested, 1.5% active | Sentrin-specific protease 7 (Homo sapiens), Q9BQF6 | inhibition, % at 5 µM;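 active = inhibition above about 50% at the single test dose, limit read from the data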;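 also: plate controls were DMSO with enzyme for no effect and no enzyme buffer wells for full effect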
# Target sequence (Q9BQF6 706-1050 limits assumed): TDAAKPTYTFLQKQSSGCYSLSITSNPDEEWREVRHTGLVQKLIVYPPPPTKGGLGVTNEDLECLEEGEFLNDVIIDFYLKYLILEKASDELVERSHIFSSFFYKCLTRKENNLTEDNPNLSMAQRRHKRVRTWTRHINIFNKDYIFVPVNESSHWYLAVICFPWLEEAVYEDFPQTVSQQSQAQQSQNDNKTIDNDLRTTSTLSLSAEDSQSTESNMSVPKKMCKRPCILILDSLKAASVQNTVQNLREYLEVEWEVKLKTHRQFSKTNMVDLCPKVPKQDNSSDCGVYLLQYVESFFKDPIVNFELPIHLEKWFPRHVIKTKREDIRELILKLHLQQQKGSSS
# PfGluPho inh = PfG6PD enzyme inhibitors, primary screen, biochemical, fluorescence intensity, uHTS. inhibition, % at 20 µM. 350,000 tested, 0.78% active. AID 504690, 2011. PfGluPho enzyme, NADPH resazurin-diaphorase fluorescence. glucose-6-phosphate dehydrogenase-6-phosphogluconolactonase (Plasmodium falciparum 3D7);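 active = inhibition reaching at least a set limit at 20 µM in the primary screen, cut at about 59% in these data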;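 also: 0% = DMSO wells with substrate and 100% = DMSO wells lacking glucose-6-phosphate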
# * marks the source's active call; other numbers are inactive results; / = no result given.
SMILES,SENP1 FRET inh,SENP6 inh,HKDC1 inhibitor,SENP8 block-1,MIN6 prolif,UBC13 inh,SENP8 block-2,SENP7 block,PfGluPho inh
CC1CCCN(CCCOc2ccc([N+](=O)[O-])cc2)C1 (stereo not given),2,-14,-3,-7,0,-4,20,0,20
O=C(N/N=C/c1cccc2ccccc12)c1ccccc1Cl,2,/,1,/,/,/,9,/,83*
CCCCC(=O)Nc1ccc(N2CCCC2)cc1,-2,7,-1,-9,4,-7,11,10,30
CCCCC(=O)Nc1ccc(C(=O)NCCCn2ccnc2)cc1,0,-26,-11,-4,0,8,6,22,4
COc1ccc(CNC(=O)COc2ccc(S(=O)(=O)NC(C)C)cc2)cc1,2,11,2,4,-4,6,12,2,-21
Fc1ccc2nc(N3CCCCC3)sc2c1,2,90*,-4,72*,-2,-1,8,85*,0
CC(C)NC(=O)NC(=O)COc1ncnc2sccc12,-58,-6,-3,-12,2,-7,-21,-12,-5
O=C(Cc1c(F)cccc1Cl)Nc1nc2ccccc2s1,1,12,-2,-3,-2,-1,3,-2,31
Cc1nn(CC(=O)OCCOc2ccc(Br)cc2)c(C)c1[N+](=O)[O-],1,-13,-5,-3,-2,-2,5,-7,6
Cc1ccc(S(=O)(=O)Nc2ccc(NC(=O)CN3CCCCC3)cc2)cc1,4,2,-5,-3,-3,9,27,6,11
COCCC1CCCCN1C(=O)c1ccc2nc(Cc3ccccc3F)oc2c1 (stereo not given),-1,29,-2,6,3,1,-4,-1,7
COc1ccc(S(=O)(=O)N2CCN(Cc3ccccc3[N+](=O)[O-])CC2)cc1,-1,-8,-3,-7,0,-1,-3,11,-4
Cc1ccc(S(=O)(=O)NCCC(=O)N2CCC(Cc3ccccc3)CC2)cc1,2,-8,-1,-3,2,0,14,-6,-1
COc1ccc(C/C(N)=N/OC(=O)CCc2ccccc2)cc1,1,-8,-6,-7,-2,8,4,4,8
O=S(=O)(c1ccc(F)cc1)c1nc(-c2ccco2)oc1Nc1ccc(F)cc1,-1,-3,16,-3,-5,-6,-75,4,1
CCOC(=O)c1ccccc1NC(=O)c1cccc(F)c1,1,-1,-5,-8,-1,2,8,-4,1
O=C1C2=C(CCCC2)C(=O)N1c1cccc(OCCBr)c1,1,2,2,-6,1,8,0,4,10
COc1ccc(C)cc1N(C(=O)CNC(=O)c1ccco1)C(C(=O)NC1CCCC1)c1cccnc1 (stereo not given),0,-11,-3,-1,0,-10,29,-7,-1
COc1cc(CNn2cnnc2)ccc1OCC(=O)NC(C)(C)C,0,7,-11,4,-1,4,8,8,1
Cc1ccc(C(=O)OCC(=O)NC(C)c2ccccc2)s1 (stereo not given),1,-2,-6,-11,1,-9,6,4,2
COCCN(C(=S)Nc1ccc(C(C)C)cc1)C(C)c1cccs1 (stereo not given),-1,-21,24,1,-4,-1,19,11,4
COc1ccc(NC(=O)Nc2ccc(C(=O)N3CCOCC3)cc2)cc1,-1,9,-4,4,0,-2,9,8,-4
ClCc1c2ccccc2cc2ccccc12,4,3,4,3,-1,-2,-306,8,9
O=C(O)C1CCCN(C(=O)NCc2ccccc2)C1 (stereo not given),2,-6,0,-4,-3,7,22,-2,-4
Cc1cc(C(=O)Nc2cccc(O)c2)c(C)o1,-8,1,3,-1,-3,4,8,10,-9
O=C1CCCc2ccccc2N1Cc1ccc(Cl)cc1Cl,4,-15,-4,-9,-3,0,21,-12,-4
COc1cc(NC(=S)NCCC(c2ccccc2)c2ccccc2)c(OC)cc1Cl,-1,1,7,-5,0,3,13,6,-1
CCCCCCCC[n+]1cccc(C(=O)N(CC)CC)c1,2,8,-12,3,-1,0,0,3,-11
Cc1nc(NS(=O)(=O)c2ccc(Cl)s2)c2c3c(sc2n1)CCCC3,-8,-25,6,-5,-6,-4,-355,-5,-20
Cc1ccc(-c2csc3ncnc(SCC(=O)NCc4ccc5c(c4)OCO5)c23)cc1,0,-9,-7,3,-1,4,-4,-8,5
Cc1ccn2c(=O)nc(SCC(=O)NC3CCCCC3)nc2c1,-24,-2,-2,-1,-3,-5,-54,-1,3
COC(=O)c1nc(N)sc1C,1,-9,-8,-16,-3,-10,5,-9,-5
C=CCSc1nc2c(C(=O)OCC)nnn2c2ccccc12,3,/,16,/,/,/,-41,/,11
Cc1cccc(Nc2nc(-c3ccc4c(c3)OCCO4)cs2)c1,-2,15,-2,19,-3,-3,-34,10,18
Cc1c(Cl)c([N+](=O)[O-])nn1CCCC(=O)Nc1cc(Cl)ccc1Cl,1,-21,6,1,1,-5,7,8,-4
CC[n+]1ccc(/C=C/c2ccc(N(C)C)cc2)c2ccccc21,7,/,14,/,/,/,37,/,20
COc1ccc(CC(=O)Nc2ccc(N3CCOCC3)cc2)cc1OC,2,1,2,-2,2,3,16,-1,0
CCn1cc(CN2CCCC(CNS(=O)(=O)Cc3ccccc3)C2)cn1 (stereo not given),0,16,9,7,-3,0,2,9,-7
COc1ccccc1N(CC(=O)Nc1ccccc1C(=O)N1CCCC1)S(C)(=O)=O,0,-15,2,11,0,4,9,5,-8
CC(C(=O)Nc1nc2ccccc2[nH]1)N1C(=O)C2CC=CCC2C1=O (stereo not given),-1,-14,5,-1,0,8,22,-2,6
Cc1cc(CNC(=O)c2ccc3c(c2)OCO3)c2ccccc2n1,0,-8,2,0,-5,10,4,1,1
CCOC(=O)c1[nH]c(C)c(C(=O)N2CCN(c3cccc(Cl)c3)CC2)c1C,-1,-6,-6,1,-3,8,3,0,19
CCCCN(C(=O)c1ccc(S(=O)(=O)N2CCOCC2)cc1)C1CCS(=O)(=O)C1 (stereo not given),2,-2,2,5,-1,-4,11,0,-2
COc1cccc(OCCn2cc(C(=O)c3ccco3)c3ccccc32)c1,-1,-34,-6,6,-3,25,-49,1,6
CCc1noc(C)c1C(=O)Nc1ccccc1N1CCOCC1,2,-3,-3,0,-3,3,13,3,2

# Ordered by length of the SMILES (lowest first): 3 of the compounds above.
SMILES,SENP1 FRET inh,SENP6 inh,HKDC1 inhibitor,SENP8 block-1,MIN6 prolif,UBC13 inh,SENP8 block-2,SENP7 block,PfGluPho inh
Cc1nn(CC(=O)OCCOc2ccc(Br)cc2)c(C)c1[N+](=O)[O-],1,-13,-5,-3,-2,-2,5,-7,6
O=S(=O)(c1ccc(F)cc1)c1nc(-c2ccco2)oc1Nc1ccc(F)cc1,-1,-3,16,-3,-5,-6,-75,4,1
Cc1ccc(-c2csc3ncnc(SCC(=O)NCc4ccc5c(c4)OCO5)c23)cc1,0,-9,-7,3,-1,4,-4,-8,5

# Remaining list, next part.
SMILES,SENP1 FRET inh,SENP6 inh,HKDC1 inhibitor,SENP8 block-1,MIN6 prolif,UBC13 inh,SENP8 block-2,SENP7 block,PfGluPho inh
CCC(C(=O)NC1CCCCCC1)c1ccccc1 (stereo not given),1,-22,-5,4,-1,6,15,-9,-8
CCC(C)(C)NC(=O)CN(CC1CCCO1)C(=O)CNS(=O)(=O)c1ccccc1 (stereo not given),1,10,-3,2,-6,-1,3,6,13
CC(Sc1nc(N(C)C)nc(N2CCOCC2)n1)C(=O)Nc1ccccc1 (stereo not given),2,0,-1,2,0,4,17,2,-6
CCCOC(=O)CSc1nnc(-c2cc(OC)c(OC)c(OC)c2)o1,2,-17,-2,-1,-5,3,19,9,-11
O=C(NC1CCCCC1)C1Cc2ccccc2CN1S(=O)(=O)c1ccc(F)cc1 (stereo not given),1,-3,-1,1,-3,2,10,8,12
O=C(O)c1cc(OCc2ccccc2)cc(OCc2ccccc2)c1,-1,1,0,1,2,-6,12,3,-17
COC(=O)c1ccccc1NC(=O)c1cnn2cccnc12,-4,-8,-4,-9,1,-2,-30,-1,5
CCOC(=O)/C=C1\SCC(=O)N1CC(=O)NC12CC3CC(CC(C3)C1)C2,-3,-12,4,-2,0,7,14,0,-4
CCOC(=O)c1cc(-c2ccco2)nn1-c1ccc(C)cc1,-8,12,-3,-5,0,-2,-12,4,9
O=C(CNC(=O)OCc1ccccc1)NC1CCCCCCC1,1,1,-9,-7,-1,-8,21,3,-5
Cc1ccc(NC(=O)CN(C)C(=O)CSc2ncc(C(F)(F)F)cc2Cl)cc1,0,5,2,-3,-4,0,10,4,-5
Cc1ccc(NC(=O)Cc2ncc(C(F)(F)F)cc2Cl)cc1Cl,4,3,-1,-10,-2,-2,25,12,14
CCn1c(SCc2nc(N)nc(N3CCCCC3)n2)nc2c1c(=O)n(C)c(=O)n2C,-1,-3,-8,-8,-1,-18,16,-1,-17
COc1ccc(C(CNC(=O)c2cc3ccccc3o2)N2CCCCC2)cc1 (stereo not given),1,-8,3,6,-1,3,8,6,3
CCOc1ccc(N2CC(C(=O)Nc3ccc4c(c3)OCCO4)CC2=O)cc1 (stereo not given),1,-23,-2,-7,-2,4,3,0,1
Cc1cnc(NC(=O)CCNC(=O)c2ccc([N+](=O)[O-])cc2)s1,0,5,-11,-7,2,-6,16,-2,3
CNC[C@@H](C)NC[C@@H](Cc1ccccc1)NCCc1ccccc1,-1,5,-7,1,-9,6,20,4,-3
COc1cc(NC(=O)COc2ccccc2)c(OC)cc1NC(C)=O,1,1,-1,-1,3,4,16,8,-2
CN(C)c1ccc(/C=N/Nc2cccc(C(=O)O)c2)cc1,-15,99*,-2,96*,-3,4,-52,5,9
COC(=O)C1=C(C)N(Cc2ccco2)C(=O)N[C@@H]1c1ccccc1,-1,-1,-4,3,0,-4,2,-10,6
COC(=O)c1ccc(OCC2c3cc(OC)c(OC)cc3CCN2C(=O)c2ccco2)cc1 (stereo not given),0,3,-11,-6,1,-22,3,-9,4
CC(Sc1nnc(Cc2ccccc2)o1)C(=O)Nc1ccccc1[N+](=O)[O-] (stereo not given),0,-6,-1,1,-1,6,9,8,-2
CN1CCCN(C(=O)CC2(CC(=O)O)CCCC2)CC1,2,-1,-11,4,3,5,8,-6,2

# Record cards (already shown).
# Record of COc1cc(NC(=O)COc2ccccc2)c(OC)cc1NC(C)=O : SENP1 FRET inh: 1; SENP6 inh: 1; HKDC1 inhibitor: -1; SENP8 block-1: -1; MIN6 prolif: 3; UBC13 inh: 4; SENP8 block-2: 16; SENP7 block: 8; PfGluPho inh: -2
# Record of COC(=O)C1=C(C)N(Cc2ccco2)C(=O)N[C@@H]1c1ccccc1 : SENP1 FRET inh: -1; SENP6 inh: -1; HKDC1 inhibitor: -4; SENP8 block-1: 3; MIN6 prolif: 0; UBC13 inh: -4; SENP8 block-2: 2; SENP7 block: -10; PfGluPho inh: 6
# Record of CN1CCCN(C(=O)CC2(CC(=O)O)CCCC2)CC1 : SENP1 FRET inh: 2; SENP6 inh: -1; HKDC1 inhibitor: -11; SENP8 block-1: 4; MIN6 prolif: 3; UBC13 inh: 5; SENP8 block-2: 8; SENP7 block: -6; PfGluPho inh: 2

# Rows are unselected; any-hit rate near 4%.
